ADAM10 inh: inhibits human ADAM10; 0.62% of 370,000 active; recombinant ADAM10, EDANS/DABCYL FRET peptide cleavage, 3 h; AID 720582; inhibition, % at 7 µM;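 active = inhibition above a per-campaign cutoff equal to the mean of compounds falling between control-based bounds plus 3 SD, cut at about 20% in these data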;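 note: 0% = DMSO wells while the 100% control is not disclosed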
Target sequence (O14672 214-748 limits assumed): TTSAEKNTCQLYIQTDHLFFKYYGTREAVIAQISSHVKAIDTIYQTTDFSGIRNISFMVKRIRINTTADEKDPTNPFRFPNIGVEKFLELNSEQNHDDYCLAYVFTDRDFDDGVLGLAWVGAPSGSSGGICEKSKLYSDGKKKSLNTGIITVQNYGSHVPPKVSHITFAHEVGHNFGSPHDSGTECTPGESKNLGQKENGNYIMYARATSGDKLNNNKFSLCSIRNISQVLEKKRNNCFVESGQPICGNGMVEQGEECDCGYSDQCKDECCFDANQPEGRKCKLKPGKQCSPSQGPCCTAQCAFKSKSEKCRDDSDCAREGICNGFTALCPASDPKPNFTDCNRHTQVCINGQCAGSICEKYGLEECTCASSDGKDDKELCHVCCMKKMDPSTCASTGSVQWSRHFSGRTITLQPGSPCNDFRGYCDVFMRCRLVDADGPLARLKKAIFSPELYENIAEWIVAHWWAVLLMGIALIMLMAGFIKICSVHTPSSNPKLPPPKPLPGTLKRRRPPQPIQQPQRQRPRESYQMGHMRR
FXN GAA850 act: increases GAA850 frataxin promoter reporter activity; HEK293 lucGAA850 FXN promoter luciferase reporter, 24 h; percent of 10 µM SAHA response; activation, % at 6 µM; 0.56% of 360,000 active;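 active = activation above the average of all compounds screened plus 3 SD, cutoff fixed separately per campaign, cut at about 7.5% in these data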;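 note: 0% = DMSO wells and 100% = 10 µM SAHA wells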
GC-A act: GC-A (human) enzyme activation | AID 1671463 | activation, % at 10 µM | 0.14% of 370,000 active | HEK293 GC-A cells, cGMP TR-FRET, EC30 ANP; 0% at EC30 ANP, 100% saturating ANP | P16066; in the data active = activation above about 40%
rCAG RNA binder: binds r(CAG) RNA repeats | r(CAG) RNA repeat, TO-PRO-1 dye displacement fluorescence | inhibition, % at 3 µM | 1.3% of 370,000 active | AID 651821;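 active = inhibition above the plate cutoff, the mean of all test compounds on that plate plus 3 SD, cut at about 35% in these data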;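 note: 0% = DMSO alone and 100% = 100 µM mitoxantrone as full dye displacement; higher means more dye released from RNA so lower well fluorescence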
proKLK7 act: activators of human kallikrein-7 zymogen; purified proKLK7, EDANS-DABCYL substrate fluorescence; 100% is mature enzyme control, 0% vehicle; activation, % at 7 µM; 0.9% of 370,000 active;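 active = activation above the mean of all tested compounds plus 3 SD, computed per campaign excluding outliers beyond control limits, cut at about 13% in these data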
DDE Tn6 FP inh: disrupts Tn6 cyclic peptide binding to fibrin D-Dimer-E complex; inhibition, % at 8.3 µM; Fibrin DD(E) TRITC-Tn6 fluorescence polarization displacement; P02675; 0.21% of 370,000 active;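 active = inhibition above a per-campaign cutoff: mean of compounds within control limits plus 3 SD, cut at about 15% in these data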;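 note: 0% = median of all compound wells on the plate and 100% = blocking peptide control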
sPLA2-III inh: Inhibits HGIII-sPLA2 liposome hydrolysis, primary screen. QFRET BODIPY PC-A2 liposome hydrolysis, fluorescence. inhibition, % at 12.2 µM. 0.56% of 370,000 active. AID 743126;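 active = inhibition above mean plus 3 SD of compounds lying within the high and low control bounds, cut at about 19% in these data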;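 note: 0% = median of test compound wells and 100% = no enzyme DMSO wells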
Target sequence (Q9NZ20 whole entry, looked up): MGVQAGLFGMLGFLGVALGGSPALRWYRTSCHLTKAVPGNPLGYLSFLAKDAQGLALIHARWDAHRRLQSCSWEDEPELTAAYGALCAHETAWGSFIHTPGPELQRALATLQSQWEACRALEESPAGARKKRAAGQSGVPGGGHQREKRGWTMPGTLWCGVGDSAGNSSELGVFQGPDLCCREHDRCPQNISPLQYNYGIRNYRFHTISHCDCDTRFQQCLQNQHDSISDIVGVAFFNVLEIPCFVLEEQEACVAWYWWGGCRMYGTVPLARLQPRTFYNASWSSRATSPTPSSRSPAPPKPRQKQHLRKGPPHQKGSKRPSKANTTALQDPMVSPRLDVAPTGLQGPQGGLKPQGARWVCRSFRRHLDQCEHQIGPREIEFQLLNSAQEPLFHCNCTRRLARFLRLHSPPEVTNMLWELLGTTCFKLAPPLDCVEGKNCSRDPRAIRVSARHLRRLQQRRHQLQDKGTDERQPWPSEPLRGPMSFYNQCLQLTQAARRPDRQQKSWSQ
GC-B act: GC-B (human) receptor activation; HEK293-GC-B cells, CNP EC30, cGMP TR-FRET; 0% at EC30 CNP, 100% saturating CNP; activation, % at 10 µM; 0.11% of 370,000 active;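 active = activation at 10 µM reaching about 35% in either raw or pattern-adjusted values, limit read from the data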
ARFGAP1 inhibitor: inhibits rat ARF GTPase activating protein 1; Q62848; Arfgap1-stimulated ARF1 GTP hydrolysis, GDP FP detection; inhibition, % at 16.5 µM; 0.26% of 360,000 active; AID 651572;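 active = inhibition above a per-plate limit, mean inhibition of low control wells plus 3 SD, cut at about 25% in these data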;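 note: 0% = DMSO wells with enzyme and 100% = wells lacking Arfgap1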
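System: truncated rat Arfgap1 GAP domain / Medium: HEPES-based buffer, pH 7.5 / Also added: N-terminally truncated human ARF1-GTP substrate / Incubation: enzyme reaction 120 min at 25 °C after 20 min preincubation / Measured by: FP of antibody-bound GDP Alexa 633 tracer, ex 620/em 688 nm / Replicates: singlicate, each compound tested once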
ASAP1 inh: blocks human ASAP1-stimulated Arf1 GTP hydrolysis | GDP FP detection | inhibition, % at 16.5 µM | 0.19% of 360,000 active | AID 624377; in the data active = inhibition above about 25%;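 note: 0% = vehicle with enzyme and substrate and 100% = no enzyme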
Active calls of the source: *.

Results for CS(=O)Cc1cc(Sc2ccccc2)nc(-c2cccnc2)n1 (stereo not drawn) ?
ADAM10 inh: 1; FXN GAA850 act: 4.6; GC-A act: 2; rCAG RNA binder: -3; proKLK7 act: -0.2; DDE Tn6 FP inh: 3; sPLA2-III inh: -1; GC-B act: -5; ARFGAP1 inhibitor: 10; ASAP1 inh: 9

How did COc1cc([N+](=O)[O-])ccc1NC(=O)CSc1n[nH]c(C(C)C)n1 do in these assays?
ADAM10 inh: 3; FXN GAA850 act: -0.7; GC-A act: -2; rCAG RNA binder: -4; proKLK7 act: 0.0; DDE Tn6 FP inh: 1; sPLA2-III inh: 3; GC-B act: 4; ARFGAP1 inhibitor: 1; ASAP1 inh: -11

What do the screens show for `O=C1CN(C(=O)/C=C/c2ccco2)c2ccccc2N1`?
ADAM10 inh: -1; FXN GAA850 act: 2.1; GC-A act: -6; rCAG RNA binder: 1; proKLK7 act: -0.2; DDE Tn6 FP inh: -1; sPLA2-III inh: -2; GC-B act: -5; ARFGAP1 inhibitor: 10; ASAP1 inh: -4

What do the screens show for `CN(C)C(=O)CSc1nnc(-c2cc(-c3cccs3)nc3ccccc23)o1`?
ADAM10 inh: -161; FXN GAA850 act: -2.3; GC-A act: -5; rCAG RNA binder: 2; proKLK7 act: -7.0; DDE Tn6 FP inh: -7; sPLA2-III inh: -10; GC-B act: -20; ARFGAP1 inhibitor: 5; ASAP1 inh: -5

Results for COCCCn1nnnc1SCC(=O)Nc1nc2ccccc2s1 ?
ADAM10 inh: 6; FXN GAA850 act: -0.5; GC-A act: 4; rCAG RNA binder: -1; proKLK7 act: 0.2; DDE Tn6 FP inh: 2; sPLA2-III inh: -5; GC-B act: 1; ARFGAP1 inhibitor: 9; ASAP1 inh: 6

How did COc1ccc(NC(=O)C2(C)Cc3c(-c4ccccc4)ccnc3O2)cc1OC (stereo not drawn) do in these assays?
ADAM10 inh: -3; FXN GAA850 act: -0.1; GC-A act: 0; rCAG RNA binder: 0; proKLK7 act: -0.1; DDE Tn6 FP inh: -4; sPLA2-III inh: -9; GC-B act: -4; ARFGAP1 inhibitor: 5; ASAP1 inh: 11

What do the screens show for `Cc1ccc(NC(=O)CN2CCN(CCN=CC3=C(O)CC(c4ccc(C)cc4)CC3=O)CC2)cc1` (stereo not drawn)?
ADAM10 inh: 5; FXN GAA850 act: 0.4; GC-A act: -2; rCAG RNA binder: -8; proKLK7 act: -0.5; DDE Tn6 FP inh: 0; sPLA2-III inh: -6; GC-B act: -1; ARFGAP1 inhibitor: -1; ASAP1 inh: 4

How did O=C(O)[C@H](Cc1ccccc1)N1C(=O)c2c(Cl)c(Cl)c(Cl)c(Cl)c2C1=O do in these assays?
ADAM10 inh: 0; FXN GAA850 act: 2.7; GC-A act: -5; rCAG RNA binder: 50*; proKLK7 act: 0.4; DDE Tn6 FP inh: -4; sPLA2-III inh: 2; GC-B act: 7; ARFGAP1 inhibitor: -15; ASAP1 inh: -5

Results for COc1cc(CN2CCNC(=O)C2CC(=O)NCc2csc(C(C)C)n2)cc(OC)c1 (stereo not drawn) ?
ADAM10 inh: -3; FXN GAA850 act: -0.8; GC-A act: -20; rCAG RNA binder: -6; proKLK7 act: -0.7; DDE Tn6 FP inh: -3; sPLA2-III inh: -4; GC-B act: -13; ARFGAP1 inhibitor: 9; ASAP1 inh: 8

What do the screens show for `CC(N=C1NS(=O)(=O)c2ccccc21)C(=O)NCCCc1ccccc1` (stereo not drawn)?
ADAM10 inh: -3; FXN GAA850 act: -0.1; GC-A act: -3; rCAG RNA binder: 0; proKLK7 act: -0.1; DDE Tn6 FP inh: 3; sPLA2-III inh: 2; GC-B act: 4; ARFGAP1 inhibitor: 8; ASAP1 inh: 13

What do the screens show for `CC1CCC(NC(=O)CN(C)S(=O)(=O)c2ccc3c(c2)c(=O)n(C)c(=O)n3C)CC1` (stereo not drawn)?
ADAM10 inh: -2; FXN GAA850 act: -0.7; GC-A act: -1; rCAG RNA binder: 1; proKLK7 act: -0.7; DDE Tn6 FP inh: -10; sPLA2-III inh: 4; GC-B act: -1; ARFGAP1 inhibitor: 5; ASAP1 inh: -2

How did C1=Nc2c(Nc3ccccc3)ncnc2Oc2ccccc21 do in these assays?
ADAM10 inh: 5; FXN GAA850 act: 4.5; GC-A act: 6; rCAG RNA binder: 7; proKLK7 act: -0.3; DDE Tn6 FP inh: -10; sPLA2-III inh: -6; GC-B act: -1; ARFGAP1 inhibitor: 7; ASAP1 inh: 3

What do the screens show for `Cc1c(NC(=O)C2CCCN(S(=O)(=O)c3ccc(F)cc3)C2)c(=O)n(-c2ccccc2)n1C` (stereo not drawn)?
ADAM10 inh: -10; GC-A act: 5; rCAG RNA binder: 2; proKLK7 act: -0.6; DDE Tn6 FP inh: -3; sPLA2-III inh: 7; GC-B act: 5

How did O=C(CN1CCN(S(=O)(=O)c2ccc(Br)s2)CC1)N1CCc2ccccc21 do in these assays?
ADAM10 inh: -1; FXN GAA850 act: 0.7; GC-A act: -3; rCAG RNA binder: 2; proKLK7 act: 0.2; DDE Tn6 FP inh: -3; sPLA2-III inh: -7; GC-B act: -10; ARFGAP1 inhibitor: 5; ASAP1 inh: 7

How did O=C(Nc1c(Cl)cccc1Cl)C1CCC1 do in these assays?
ADAM10 inh: 2; FXN GAA850 act: 0.1; GC-A act: 4; rCAG RNA binder: 2; proKLK7 act: -0.1; DDE Tn6 FP inh: -2; sPLA2-III inh: 1; GC-B act: -2; ARFGAP1 inhibitor: 2; ASAP1 inh: -6

What do the screens show for `O=C(CCCN1C(=O)/C(=C/c2cccs2)SC1=S)NNC(=O)c1ccccc1O`?
ADAM10 inh: -7; FXN GAA850 act: 0.4; GC-A act: -9; rCAG RNA binder: 4; proKLK7 act: -0.6; DDE Tn6 FP inh: 2; sPLA2-III inh: 19; GC-B act: -6; ARFGAP1 inhibitor: 10; ASAP1 inh: -7

Results for CCOC(=O)c1sc(=NC(=O)c2cccs2)n(C)c1C ?
ADAM10 inh: 0; FXN GAA850 act: 6.6; GC-A act: 11; rCAG RNA binder: -1; proKLK7 act: 0.1; DDE Tn6 FP inh: -9; sPLA2-III inh: -5; GC-B act: 1; ARFGAP1 inhibitor: 2; ASAP1 inh: 1

What do the screens show for `Cc1ccc(OCC(=O)N/N=C\c2cn(Cc3ccccc3)c3ccccc23)cc1C`?
ADAM10 inh: 1; FXN GAA850 act: -0.6; GC-A act: -2; rCAG RNA binder: 3; proKLK7 act: 0.2; DDE Tn6 FP inh: 6; sPLA2-III inh: 3; GC-B act: 8; ARFGAP1 inhibitor: -8; ASAP1 inh: -9

Results for COCC(=O)Nc1ccc(S(=O)(=O)Nc2nccs2)cc1 ?
ADAM10 inh: -1; FXN GAA850 act: 1.5; GC-A act: 4; rCAG RNA binder: 4; proKLK7 act: -0.2; DDE Tn6 FP inh: -6; sPLA2-III inh: 1; GC-B act: 0; ARFGAP1 inhibitor: -4; ASAP1 inh: -10

How did O=C(COC(=O)c1cccc(C(=O)OCC(=O)NCc2ccc(F)cc2)n1)NCc1ccc(F)cc1 do in these assays?
ADAM10 inh: 4; FXN GAA850 act: 1.1; GC-A act: -4; rCAG RNA binder: 3; proKLK7 act: -1.1; DDE Tn6 FP inh: -10; sPLA2-III inh: -5; GC-B act: -3; ARFGAP1 inhibitor: 11; ASAP1 inh: 10

Results for COc1cccc(OCCNc2cc(N3CCCCC3)ccc2[N+](=O)[O-])c1 ?
ADAM10 inh: -9; FXN GAA850 act: 3.6; GC-A act: 8; rCAG RNA binder: -1; proKLK7 act: 0.3; DDE Tn6 FP inh: 1; sPLA2-III inh: 5; GC-B act: 3; ARFGAP1 inhibitor: -3; ASAP1 inh: 8

What do the screens show for `Cc1ccc(S(=O)(=O)c2ccc(NC(=O)c3c(F)cccc3F)cc2)cc1`?
ADAM10 inh: 24*; FXN GAA850 act: -0.1; GC-A act: 3; rCAG RNA binder: 9; proKLK7 act: 0.1; DDE Tn6 FP inh: -14; sPLA2-III inh: -16; GC-B act: 0; ARFGAP1 inhibitor: 2; ASAP1 inh: 11

Results for CC(=O)Nc1ccc(S(=O)(=O)N2C3CCCC2CC(NC(=O)C2CCCCC2)C3)cc1 (stereo not drawn) ?
ADAM10 inh: -15; FXN GAA850 act: 1.1; GC-A act: 1; rCAG RNA binder: 0; proKLK7 act: -0.2; DDE Tn6 FP inh: 0; sPLA2-III inh: 6; GC-B act: -5; ARFGAP1 inhibitor: 11; ASAP1 inh: 1

How did Cc1ccc(C(C)C)c(OCCNC(=S)Nc2cccc3ccccc23)c1 do in these assays?
ADAM10 inh: 20; FXN GAA850 act: 2.9; GC-A act: -3; rCAG RNA binder: 5; proKLK7 act: -0.6; DDE Tn6 FP inh: 8; sPLA2-III inh: 0; GC-B act: -3; ARFGAP1 inhibitor: 5; ASAP1 inh: 5

Results for CCOC(=O)c1[nH]c2ccc(OC)cc2c1NS(=O)(=O)c1ccc(Cl)s1 ?
ADAM10 inh: 16; FXN GAA850 act: 1.8; GC-A act: -24; rCAG RNA binder: 6; proKLK7 act: 0.4; DDE Tn6 FP inh: 4; sPLA2-III inh: -32; GC-B act: -20; ARFGAP1 inhibitor: 5; ASAP1 inh: -6

What do the screens show for `O=C(OCC(=O)N1CCOCC1)c1ccc(N2CCOCC2)c([N+](=O)[O-])c1`?
ADAM10 inh: 7; FXN GAA850 act: 1.0; GC-A act: 4; rCAG RNA binder: -4; proKLK7 act: -0.3; DDE Tn6 FP inh: 5; sPLA2-III inh: 5; GC-B act: 7; ARFGAP1 inhibitor: -2; ASAP1 inh: 0

Results for Cc1ccc(S(=O)(=O)N(C)C)cc1NC(=O)COC(=O)Cc1ccc(Br)cc1 ?
ADAM10 inh: -9; FXN GAA850 act: -0.1; GC-A act: -8; rCAG RNA binder: -2; proKLK7 act: 0.4; DDE Tn6 FP inh: -7; sPLA2-III inh: -22; GC-B act: 1; ARFGAP1 inhibitor: 6; ASAP1 inh: -11

How did COc1cccc(/C=C/C(=O)OCC(=O)NCCNC(=O)COC(=O)/C=C/c2cccc(OC)c2)c1 do in these assays?
ADAM10 inh: -31; FXN GAA850 act: -0.2; GC-A act: -1; rCAG RNA binder: 4; proKLK7 act: -0.2; DDE Tn6 FP inh: -5; sPLA2-III inh: 10; GC-B act: -2; ARFGAP1 inhibitor: -6; ASAP1 inh: 4

What do the screens show for `COC(=O)c1ccc(N2C(=O)CC(N3CCN(C(=O)c4ccco4)CC3)C2=O)cc1` (stereo not drawn)?
ADAM10 inh: 0; FXN GAA850 act: 11*; GC-A act: 2; rCAG RNA binder: 1; proKLK7 act: -0.3; DDE Tn6 FP inh: 6; sPLA2-III inh: 7; GC-B act: -4; ARFGAP1 inhibitor: 0; ASAP1 inh: -3

How did O=C(Nc1ccc2snnc2c1)Nc1cccc2ccccc12 do in these assays?
ADAM10 inh: -27; FXN GAA850 act: -0.5; GC-A act: 8; rCAG RNA binder: 26; proKLK7 act: -1.4; DDE Tn6 FP inh: -31; sPLA2-III inh: -25; GC-B act: 13; ARFGAP1 inhibitor: 1; ASAP1 inh: 7

How did COC(=O)C1C(O)=C(C=Nc2ccc(N)cc2)C(=O)CC1(C)C (stereo not drawn) do in these assays?
ADAM10 inh: 3; FXN GAA850 act: -1.1; GC-A act: 2; rCAG RNA binder: 3; proKLK7 act: 0.6; DDE Tn6 FP inh: 10; sPLA2-III inh: 1; GC-B act: 1; ARFGAP1 inhibitor: -2; ASAP1 inh: 4

No enrichment for hits; about 4.5% have a hit in one of these screens.
